MCF10A rereplic: induces DNA re-replication in MCF 10a normal breast cells | AID 624296 | 350,000 tested, 2.9% active | MCF 10A DNA re-replication, Hoechst nuclear intensity, 48 h | Potency, µM (top dose mostly 46.1 µM), inactives show at the top dose activity, positive = re-replication, hits mostly activators; further: % of control where 0% means no effect; nearly all actives have a fitted effect of over 50% in size
TGFb inhibitor: inhibitors of TGF-b signaling; Potency, µM (top dose mostly 46.1 µM), for inactives: top-dose activity, negative = inhibition, actives largely listed as inhibitors; 410,000 tested, 1.2% active; HepG2 CAGA-GFP TGF-b/SMAD3 reporter, GFP fluorescence, 18 h; TGF-beta stimulated, 500 pg/mL final; further: on the % scale 0 is the no-effect control and ±100 the full control effect; nearly all actives have a fitted effect of over 65% in size
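Cell-based qHTS in HEPG2 carrying a CAGA-GFP Smad reporter; compounds added before 500 pg/mL final TGF-beta, 18 h incubation at 37 degrees C, GFP fluorescence quantified per cell by imaging cytometry.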
ATXN2 expr inh: inhibitors of ATXN2 expression. 360,000 tested, 0.72% active. HEK-293 ATXN2-luciferase reporter, luminescence, 24 h. Potency, µM (highest dose often 57 µM), for inactives: top-dose activity change, negative = inhibition, most hits filed as inhibitors. AID 1745845; further: on the % scale 0 is the no-effect control and ±100 the full control effect; nearly all actives have a fitted effect of over 55% in size
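ATXN2-luciferase reporter cells (luciferase flanked by upstream and downstream ATXN2 gene portions) were treated 24 h at 37 °C with compounds at up to 57 uM. SteadyGlo luminescence gave expression; GF-AFC fluorescence gave viability.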
EPAC2 antagonist: antagonists of human EPAC2. Q8WZA2. EPAC2 GEF exchange of Rap1B-BODIPY-GDP, fluorescence. Potency, µM (titrated, usually from 114 µM), for the others: at the highest dose activity, negative = inhibition, hits mostly inhibitors. 360,000 tested, 0.18% active; further: on the % scale 0 is the no-effect control and ±100 the full control effect; nearly all actives have a fitted effect of over 45% in size; many of its hits are not listed in these tables
Target sequence (Q8WZA2 whole entry, looked up): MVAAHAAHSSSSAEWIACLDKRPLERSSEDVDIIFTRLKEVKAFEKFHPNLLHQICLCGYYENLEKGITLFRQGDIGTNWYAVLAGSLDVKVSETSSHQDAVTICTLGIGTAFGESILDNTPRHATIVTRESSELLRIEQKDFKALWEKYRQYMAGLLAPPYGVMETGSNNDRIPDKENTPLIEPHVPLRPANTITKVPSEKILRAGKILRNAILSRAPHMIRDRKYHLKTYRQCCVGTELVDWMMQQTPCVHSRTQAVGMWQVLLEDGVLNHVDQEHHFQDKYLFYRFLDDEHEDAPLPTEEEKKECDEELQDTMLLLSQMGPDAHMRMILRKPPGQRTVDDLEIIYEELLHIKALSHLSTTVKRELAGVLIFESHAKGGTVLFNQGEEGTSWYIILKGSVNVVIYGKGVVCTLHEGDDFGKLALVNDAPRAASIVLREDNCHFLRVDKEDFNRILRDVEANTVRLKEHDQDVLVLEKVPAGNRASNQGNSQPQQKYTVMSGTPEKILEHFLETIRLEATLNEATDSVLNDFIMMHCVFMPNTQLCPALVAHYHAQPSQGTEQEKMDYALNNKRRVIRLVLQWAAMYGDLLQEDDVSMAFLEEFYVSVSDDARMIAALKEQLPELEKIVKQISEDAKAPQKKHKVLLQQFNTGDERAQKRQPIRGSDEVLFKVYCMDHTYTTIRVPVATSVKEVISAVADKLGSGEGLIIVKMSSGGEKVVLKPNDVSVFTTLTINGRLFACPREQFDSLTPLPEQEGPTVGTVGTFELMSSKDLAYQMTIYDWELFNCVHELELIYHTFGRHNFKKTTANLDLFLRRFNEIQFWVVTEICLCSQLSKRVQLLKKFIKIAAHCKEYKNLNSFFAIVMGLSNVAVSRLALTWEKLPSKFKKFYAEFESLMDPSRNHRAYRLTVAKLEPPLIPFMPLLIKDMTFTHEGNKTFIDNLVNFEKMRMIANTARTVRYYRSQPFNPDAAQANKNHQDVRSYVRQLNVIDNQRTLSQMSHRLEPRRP
A549 tox: A549 cytotoxicity, counter-screen for Nrf2 inhibitors | A549 ARE-Fluc cells, CellTiter-Fluor viability, 18-24 h | 390,000 tested, 0.16% active | AID 504648 | Potency, µM (doses to about 46 µM), for the others: at the highest dose activity change, negative = cytotoxicity, hits mostly inhibitors; further: on the % scale 0 is the no-effect control and ±100 the full control effect
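A549 ARE-Fluc cells in 5% FBS OPTI-MEM, 5000 cells/well, rested 2 h then exposed to compounds in concentration-response for 18-24 h at 37 °C. Viability by CellTiter-Fluor fluorescence (Ex 405/Em 525) after 30 min; luciferase luminescence (BugLite, 15 min, RT) read afterwards.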
Nrf2 activator: activates Nrf2 signaling | AREc32 ARE-luciferase reporter (MCF7-derived line), luminescence, 24 h | Potency, µM (top dose mostly 46.1 µM), without a hit: at the top dose activation, usual class: activators | 410,000 tested, 0.31% active; further: % of control where 0% means no effect; nearly all actives have a fitted effect of over 65% in size
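ARE activation measured as luciferase luminescence (Steady-Glo, 30 min RT) in AREc32_Fluc cells after 24 hr compound exposure at 37 deg C, 5% CO2; cells seeded overnight at 1000/well in OPTI-MEM, 5% FBS.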
Nrf2 block: Nrf2 pathway inhibition; 360,000 tested, 2.1% active; A549 ARE-Fluc reporter, luciferase luminescence, 18-24 h; Potency, µM (doses to about 46 µM), inactives show at the top dose activity change, negative = inhibition, usual class: inhibitors; further: on the % scale 0 is the no-effect control and ±100 the full control effect; nearly all actives have a fitted effect of over 60% in size
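Quantitative HTS in A549 cells stably bearing an antioxidant response element-firefly luciferase construct. Inhibition of Nrf2-driven transcription was scored by luminescence after 18-24 h of compound exposure at 37 °C.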
ATXN viability: cell viability loss in ATXN counter-screen; S2 cells (HEK-293 line with an ATXN2-luciferase reporter) viability, CellTiter-Fluor protease fluorescence, 24 h; Potency, µM (highest dose often 56.7 µM), usual class: cytotoxic; 400,000 tested, 0.49% active; further: nearly all actives have a fitted effect of over 40% in size
HepG2 tox: kills HepG2 cells in TGF-b inhibitor counter-screen; 410,000 tested, 0.76% active; HepG2 CAGA-GFP viability, ATP luminescence, 18 h; Potency, µM (highest dose often 46.1 µM), inactives show top-dose activity change, negative = cytotoxicity, usual class: cytotoxic; AID 588856; further: some results filed as inactive show a strong effect at the top dose
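HepG2 CAGA-GFP cells (1000/well, DMEM with 1% FBS) received compound, then TGF-beta at 500 pg/mL final, and were incubated 18 hours at 37 degrees C. Viability was read by CellTiter-Glo luminescence. Media-only wells were set as complete cell-killing and DMSO as no toxicity.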
Numbers without * were called inactive; i = inactive; ? = inconclusive; nt = not tested or not shown; & = joins results of further samples; [ ] = dose if it differs, or a comment. The call rests on the fitted dose curve; in most records, active means well fitted curve in the direction sought with a large enough effect; inconclusive means small, poorly fitted or top-dose-only effect, or another doubt; inactive means no such curve, though single readings can be large; an effect the other way counts as inactive or inconclusive. Potency means the concentration at half of the fitted maximal effect.

SMILES | MCF10A rereplic | TGFb inhibitor | ATXN2 expr inh | EPAC2 antagonist | A549 tox | Nrf2 activator | Nrf2 block | ATXN viability | HepG2 tox
Cc1cccc(N2CCN(C(=O)[C@H](C)N3C(=O)C4CC=CCC4C3=O)CC2)c1C (some centres not stated) | 18% | 0% | -31% | -10% | -7% | 3.3% | ? | i | -9%
CCOC(=O)N1CCN(Cc2nc(-c3cccs3)no2)CC1 | 5% | -3% | nt | -4% | -1% | 6.7% | 19% | i | 3%
O=C(CNC(=O)c1ccccn1)N/N=C/c1ccccc1 | -10% | 30% | -9% | 0% | -3% | -0.2% | nt | i | -5%
COc1cc(NC(=O)C2=C(C)OCCS2)c(Cl)cc1C(=O)NCCN1CCN(C)CC1 | -10% | 18% | nt | 4% | -4% | 0.7% | 0% | i | -1%
Cc1ccc2c(CSc3nnc4ccccn34)cc(=O)oc2c1C | -1% | 7% | 14% | -6% | 0% | 3.2% | 14% | i | 4%
CSc1nc2ccccc2n1CC(=O)Nc1cc(C(F)(F)F)ccc1N1CCOCC1 | 25% | ? | -11% | -5% | -17% | 2.3% | ? | i | -6%
CCOC(=O)Cn1c(CCC(=O)O)ccc1-c1ccc(F)cc1 | 8% | -4% | -1% | 3% | 2% | -0.1% | 0% | i | -1%
CC(C)(C)Nc1c(-c2ccc(O)cc2)nc2ccc(Cl)cn12 | -1% | 21% | 30% | 15% | -3% | 4.0% | 12% | i | 5%
CC(C)Cn1cc(NC(=O)NCc2ccccc2Cl)c2ccccc2c1=O | nt | 0% | 5% | nt | 13% | -1.1% | 19% | i | -26%
Cc1cc(C(=O)c2cnc(/N=C/N(C)C)s2)cc(C)c1O | 10% | 7% | 9% | 3% | -23% | 4.2% | -6% | i | -5%
CCC(C)(C)NC(=O)C(c1ccc(C)cc1)N(Cc1ccco1)C(=O)Cn1nnc2ccccc21 (configuration not stated) | ? | -2% | -5% | 4% | -1% | 0.3% | -24% | i | 1%
COc1ccccc1CNc1nc(NCC2CC2)nc2ccsc12 | nt | 13µM* | ? | 6% | nt | 0.3% | nt | nt | 10µM*
CCOC(=O)c1cnc2c(c(C)nn2CC)c1NCCN1CCOCC1 | -1% | 12% | -10% | 0% | 0% | 4.1% | 0% | i | 7%
C/C(=N\NC(=O)c1ccc(Br)cc1)c1cccnc1 | -2% | 0% | 0% | 3% | 2% | 0.2% | 16% | i | -62%
C/C(=N\NC(=O)CC1N=C(Cc2ccccc2)NNC1=O)c1ccccc1 (configuration not stated) | 1% | 0% | -9% | 11% | 0% | 0.3% | -5% | i | -17%
COc1ccc(N2C(=O)CCC(C(=O)N3CCCCCC3)C2c2ccc(OC)c(OC)c2)cc1 (configuration not stated) | 0% | -2% | -3% | 1% | -8% | 0.3% | 9% | i | 2%
CCCn1c2ccccc2c2cnn(CC(=O)NCCCN3C(C)CCCC3C)c(=O)c21 (configuration not stated) | ? | -1% | nt | 1% | 8% | -0.2% | ? | i | -24%
O=C(Nc1ccc(N2CCOCC2)cc1)C1CCN(S(=O)(=O)Cc2ccccc2)CC1 | 6% | 2% | ? | -1% | -4% | 0.4% | 4% | i | -15%
Cc1cccc(C)c1NC(=O)COC(=O)COc1ccc2c(C)cc(=O)oc2c1 | 10% | -5% | 0% | -10% | 7% | 0.0% | -4% | i | -5%
Cn1ccnc1C(O)c1ccc(OCc2ccccc2)cc1 (configuration not stated) | -3% | 18% | 28% | -7% | 14% | 2.4% | 24% | i | -32%
O=c1sc2ccccc2n1CCCOc1ccccc1 | ? | -4% | 65%[activator] | 2% | 4% | 9.1% | ? | i | -1%
CCn1c(C)cc(C(=O)COC(=O)c2cccnc2SC)c1C | -4% | 5% | 82%[activator] | -2% | 1% | -0.5% | ? | i | 8%
CSCc1nnc(NC(=O)c2ccc(S(=O)(=O)N3CCCCC3C)cc2)o1 (configuration not stated) | 1% | -31% | ? | 8% | -17% | 0.2% | 21µM* | i | -73%
Cn1c2c(c3ccccc31)CC/C2=N\O | ? | -16% | 3% | -6% | 0% | -0.2% | 11% | i | -10%
O=C(O)CCS(=O)(=O)c1cc(Br)cc2c1N(C(=O)C1CC1)CC2 | -4% | 7% | -11% | -1% | 5% | -0.1% | -4% | i | -8%
CCCCn1nnnc1SCC(=O)Nc1cccc(C)n1 | 2% | 1% | 0% | 5% | -4% | 0.2% | 16% | i | -21%
CCN(CC)CCCNC(=O)c1csc(Nc2cccc3ccccc23)n1 | ? | -9% | 6% | 5% | 0% | -0.1% | 0% | i | -32%
Cc1cc(C)cc(NC(=O)c2c(C)nc3ccccn23)c1 | 7% | -12% | 16% | -8% | 3% | 3.4% | ? | ? | 2%
COc1ccc(Cl)cc1CN1C(=O)NC2(CCCCCC2)C1=O | 13% | 0% | -8% | -12% | -1% | -0.1% | ? | i | -8%
CCNC(=S)N(Cc1cc2cc(C)ccc2[nH]c1=O)C1CCCC1 | 3% | -1% | 8% | -16% | 1% | 2.2% | 3% | i | -2%
COC(=O)c1sc2nc(N)c(C#N)cc2c1N | -1% | -7% | 47%[activator] | 0% | -3% | 5.6% | 1% | i | -23%
CCCc1cc(C(=O)Nc2cccc(C(C)=O)c2)no1 | -4% | 0% | 51%[activator] | 0% | 7% | 1.9% | ? | i | -16%
COc1ccc(/C=C/C(=O)OCC(=O)c2ccc3c(c2)NC(=O)CO3)cc1 | 1% | -7% | ? | 9% | -6% | -0.7% | -6% | ? | 4%
Cc1cc(C)c(C)c(S(=O)(=O)NCCCn2ccnc2)c1C | -12% | -10% | -31% | -5% | -2% | 0.3%[9.22 µM] | 2% | i | -24%
COc1ccccc1-n1c(-c2ccc(F)cc2)coc1=O | -9% | -2% | 9% | -7% | 0% | -0.8% | -2% | i | -10%
CC(=O)c1ccc(NC(=O)C2(c3ccccc3)CC2(Cl)Cl)cc1 (configuration not stated) | -5% | 4% | 48%[activator] | -18% | 12% | 4.1% | 19% | i | 9%
COc1cccc(NC(=O)CCC(=O)N2Cc3ccccc3Oc3ncccc32)c1 | nt | -3% | -11% | nt | 14% | 1.2% | -14% | i | 22%
CC(C)Cn1c(CN2C(=O)c3ccccc3C2=O)nc2ccccc2c1=O | 10% | ? | 3% | -3% | 11% | 0.2% | nt | i | 24%
COc1ccc(OC)c(/C=C2\SC(=S)N(N3CCOCC3)C2=O)c1 | 7% | -6% | -9% | -4% | 2% | 4.2% | 13% | i | 9%
CN1CCN(/C=N/c2c(C#N)cnn2Cc2ccccc2)CC1 | -2% | 1% | 2% | 0% | -3% | 0.3% | 17% | i | 5%
O=C(CSc1ncc(CO)n1Cc1ccc(F)cc1)NCc1ccco1 | nt | 16% | 7% | nt | 5% | 0.0% | nt | i | -9%
NC(=O)SCC(=O)Nc1ccc(Cl)c(Cl)c1 | ? | 13µM* | ? | -3% | 10% | 8.5% | ? | i | -61%
S=c1[nH]nc(-c2ccccc2)n1/N=C/C=C/c1ccco1 | -2% | 2% | -11% | 0% | -2% | ? | -7% | i | 0%
COc1ccc(OC)c(-c2cc(C(=O)N/N=C(\C)c3cccnc3)c3ccccc3n2)c1 | 4% | 132%[activator] | -7% | -2% | -7% | 2.8% | -19% | i | 5%
CCN(CC)CCn1c(=S)[nH]c2ccc(Cl)cc2c1=O | 19% | ? | ? | -13% | 8% | 4.4% | -1% | i | -17%
O=C(CSc1nnc(CCc2ccccc2)n1-c1ccc(Cl)cc1)c1ccccc1 | ? | ? | -3% | -16% | ? | 3.7% | 23µM* | i | -27%
O=C(CSc1ccc(-c2nc3ccccc3[nH]2)cn1)Nc1ccc2c(c1)OCCO2 | ? | -7% | 10% | 0% | -8% | 0.5% | ? | i | -22%
COc1cccc(CNC(=O)CSc2nnc3c(n2)[nH]c2ccccc23)c1 | -5% | -2% | -18% | 2% | -1% | 0.1% | -25% | i | -12%
c1ccc2oc(Cc3ccc(Cc4nc5ccccc5o4)cc3)nc2c1 | 11% | -12% | -19% | -13% | -18% | -0.2% | 26µM* | i | -30%
O=[N+]([O-])c1ccc(OCC(O)CNC2CCCC2)cc1 (configuration not stated) | 1% | 19% | -23% | 5% | -12% | 0.0% | 23% | i | -21%
CC(C)(O)c1ccccc1CC[C@@H](SCC1(CC(=O)O)CC1)c1cccc(/C=C/c2ccc3ccc(Cl)cc3n2)c1 | ? | ? | 11%&8% | 0% | 1% | 0.7% | 7% | i | -43%
CCn1cc(C(=O)O)c(=O)c2cnc(N3CCN(C(=S)NC(=O)c4ccc(Br)cc4)CC3)nc21 | -3% | 0% | -1% | 0% | -15% | -1.1% | -10% | i | -13%
O=[N+]([O-])c1cc(Br)c(O)c(/C=N/Nc2nc3ccccc3s2)c1 | ? | ? | ? | 5% | 2% | 19% | 14% | ? | -34%
CCc1cccc(NC(=O)CSc2nnc(-c3cc4occc4n3C)n2-c2ccccc2C)c1 | nt | -19% | nt | nt | -12% | 2.9% | -23% | nt | -7%
CCCCc1nc2ccccc2n2c(-c3ccc(OC)cc3)c3c(=O)n(C)c(=O)n(C)c3c12 | nt | 2% | -6% | nt | -11% | 5.2% | -4% | i | -2%

Whole records, looked up by structure. Order of screens: MCF10A rereplic	TGFb inhibitor	ATXN2 expr inh	EPAC2 antagonist	A549 tox	Nrf2 activator	Nrf2 block	ATXN viability	HepG2 tox
Listed for `S=c1[nH]nc(-c2ccccc2)n1/N=C/C=C/c1ccco1` : -2%	2%	-11%	0%	-2%	?	-7%	i	0%
Listed for `O=C(CSc1nnc(CCc2ccccc2)n1-c1ccc(Cl)cc1)c1ccccc1` : ?	?	-3%	-16%	?	3.7%	23µM*	i	-27%

Copied from the list.
Under EPAC2 antagonist, `COc1ccc(OC)c(-c2cc(C(=O)N/N=C(\C)c3cccnc3)c3ccccc3n2)c1` has the entry -2%
Under A549 tox, `c1ccc2oc(Cc3ccc(Cc4nc5ccccc5o4)cc3)nc2c1` has the entry -18%
Under Nrf2 activator, `O=C(CSc1nnc(CCc2ccccc2)n1-c1ccc(Cl)cc1)c1ccccc1` has the entry 3.7%
Under Nrf2 block, `O=[N+]([O-])c1cc(Br)c(O)c(/C=N/Nc2nc3ccccc3s2)c1` has the entry 14%

The list is partial; rates above refer to the full screens.
